H9c2 protect: protects H9c2 cardiomyocytes from peroxide injury | H2O2 injury protection, ATPLite, 2 h | 360,000 compounds, 0.63% hits | protection from H2O2 cell death, % at 20 µM;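 active means compounds giving at least 50% protection of heart cells from peroxide-induced death in the single-dose screen, raw or plate-pattern-corrected value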;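 further: 0% = DMSO wells with peroxide and 100% = DMSO wells without peroxide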
MC4R ag barr: human MC4R agonism via beta-arrestin; P32245; U2OS MC4R beta-arrestin complementation, luminescence; percent of melanotan II response, DMSO zero; activation, % at 8.9 µM; 360,000 compounds, 0.98% hits; AID 540308;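 active means activation above a per-plate cutoff, the mean activation of sample wells on that plate plus 3 SD, cut at about 8% in these data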
MC4R antag cAMP: antagonists of human melanocortin 4 receptor (MC4R). P32245. MC4R-expressing cells, MTII-stimulated cAMP, LANCE TR-FRET. inhibition, % at 6.5 µM. 360,000 compounds, 0.48% hits. AID 540295;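 active means inhibition above its plate's cutoff, the mean of tested wells on that plate plus 3 SD, cut at about 29% in these data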;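 further: 0% = Melanotan II alone and 100% = Melanotan II plus saturating MCL0020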
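Assay system: U2OS-MC4R stable cell line; Also added: Melanotan II; Technique: Eu-cAMP/anti-cAMP TR-FRET, emission 671 nm; Times: 30-min compound, 1-h challenge, 1-h detection, room temperature.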
HTR2A ag: activates the mouse 5-HT2A serotonin receptor | P35363 | CHO-K1 mHTR2A beta-arrestin complementation, luminescence; percent of 30 µM serotonin response | activation, % at 7.6 µM | 360,000 compounds, 0.66% hits;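 active means activation above a run cutoff, the mean activation of all tested compounds plus 3 SD, cut at about 14% in these data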;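 further: 0% = plate median of compound wells and 100% = 30 µM serotonin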
Target sequence (P35363 whole entry, looked up): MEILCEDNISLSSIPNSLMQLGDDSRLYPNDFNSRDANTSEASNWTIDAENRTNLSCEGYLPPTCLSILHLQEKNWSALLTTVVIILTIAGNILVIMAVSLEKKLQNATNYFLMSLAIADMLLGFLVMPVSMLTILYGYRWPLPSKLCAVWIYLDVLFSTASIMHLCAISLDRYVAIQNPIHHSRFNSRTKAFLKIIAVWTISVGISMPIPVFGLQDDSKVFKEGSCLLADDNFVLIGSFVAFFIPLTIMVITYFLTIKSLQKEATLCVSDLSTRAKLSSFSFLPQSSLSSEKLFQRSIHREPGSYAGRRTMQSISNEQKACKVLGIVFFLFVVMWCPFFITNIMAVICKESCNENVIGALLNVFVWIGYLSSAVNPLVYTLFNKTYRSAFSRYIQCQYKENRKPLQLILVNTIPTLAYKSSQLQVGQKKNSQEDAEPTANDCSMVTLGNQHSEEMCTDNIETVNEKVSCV
Vif imaging: inhibitors of HIV Vif; HEK293T cells, Vif self-association by quenched fluorescence, imaging, 24 h; inhibition, % at 7.49 µM; 340,000 compounds, 0.35% hits; AID 602346; in the data active means inhibition above about 50%, passing the limit was not always enough; further: some results filed as inactive read as strong as hits
Glyco luc inh: N-linked glycosylation inhibition | D54 ERlucT glycosylation luciferase reporter, 24 h; percent of 100 nM tunicamycin response | reporter increase, % at 12.5 µM | 360,000 compounds, 0.23% hits | AID 588692;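 active means mean luciferase reporter signal, scaled so untreated is 0 and the glycosylation-blocking control 100, at or above a set limit in every replicate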;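 further: luciferase carries N-glycosylation sites so blocking glycosylation raises the light; 0% = median of neutral control wells and 100% = median of 100 nM tunicamycin wells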
CaV13 FRET inh: Disruptors of the CACNA1D IQ motif to Ca2+-dependent inactivation inhibitor domain association, primary screening, Förster resonance energy transfer in intact living …; HEK cells, CFP/YFP FRET ICDI-IQ, plate reader, 10 min; percent FRET-ratio fall versus neutral wells; inhibition, % at 12.3 µM; 340,000 compounds, 0.098% hits;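 active means mean replicate inhibition of at least 30% and at least 1% of replicates passing that level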;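 further: 0% = median of the neutral control wells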
aDG glyco act: increases alpha dystroglycan glycosylation; Pro5-aDG cells, alpha-DG glycosylation AlphaScreen (IIH6); 0% Pro5, 100% B10-LARGE cell signal; activation, % at 10 µM; 360,000 compounds, 0.22% hits;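 active means activation of at least 8% versus controls, or a plate z-score of at least 8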;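 further: Pro5 are CHO cells carrying HIG-tagged alpha-DG that lacks glycosylation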
ABCB6 inh MLPCN: blocks the human ABCB6 transporter; Q9NP58; K562-ABCB6 porphyrin accumulation, flow cytometry, 1 h; stronger effect = lower value; fluorescence ratio to DMSO, % at 10 µM; 360,000 compounds, 0.19% hits;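 active means fluorescence ratio to DMSO below 75%, the collection mean minus 3 SD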;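 further: signal is porphyrin accumulated inside mitochondria; 100% equals median channel fluorescence of DMSO control wells; lower ratio means ABCB6 inhibition with less porphyrin fluorescence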
PDI turbidity: inhibitors of human protein disulfide isomerase; P07237; PDI insulin aggregation turbidity, A650, 90 min; inhibition, % at 10 µM; 350,000 compounds, 0.052% hits; AID 588391;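 active means mean inhibition across replicates of 30% or more, whatever share of single replicates reach that level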;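 further: absorbance from insulin aggregation driven by PDI reduction with DTT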
Target sequence (P07237 whole entry, looked up): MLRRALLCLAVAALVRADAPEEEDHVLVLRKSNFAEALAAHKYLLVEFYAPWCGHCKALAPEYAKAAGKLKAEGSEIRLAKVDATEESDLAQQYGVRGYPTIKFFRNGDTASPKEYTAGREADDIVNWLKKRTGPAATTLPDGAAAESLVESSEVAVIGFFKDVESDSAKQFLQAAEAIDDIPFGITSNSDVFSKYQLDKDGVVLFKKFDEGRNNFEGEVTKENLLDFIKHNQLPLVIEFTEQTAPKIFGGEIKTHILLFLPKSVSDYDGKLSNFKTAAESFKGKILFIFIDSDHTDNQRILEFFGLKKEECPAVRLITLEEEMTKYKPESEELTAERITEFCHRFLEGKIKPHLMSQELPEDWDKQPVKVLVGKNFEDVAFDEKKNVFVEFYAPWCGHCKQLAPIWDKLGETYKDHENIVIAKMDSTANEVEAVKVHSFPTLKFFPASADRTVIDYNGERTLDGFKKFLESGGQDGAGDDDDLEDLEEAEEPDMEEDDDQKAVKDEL
* marks the source's active call; other numbers are inactive results; x = no result given. An unsorted share of the library. Share with any hit: about 3.6%.

SMILES | H9c2 protect | MC4R ag barr | MC4R antag cAMP | HTR2A ag | Vif imaging | Glyco luc inh | CaV13 FRET inh | aDG glyco act | ABCB6 inh MLPCN | PDI turbidity
CCC(=O)N/C(=N/c1nc(C)cc(C)n1)Nc1ccc(C)cc1 | -1 | -2.4 | 3 | -6 | 6 | 0 | -3 | -0.3 | 98 | -1
O=C(Cc1ccccc1)N/N=C/c1ccc2c(c1)OCO2 | -8 | 2.2 | -2 | -1 | -5 | -1 | -6 | -0.2 | 96 | 14
CCOC(=O)/C(C#N)=C1/C=CN(C)C=N1 | 0 | -1.3 | -4 | 4 | 11 | -1 | -5 | -0.2 | 100 | -3
Cc1ccc(S(=O)(=O)N2CCCCC2)cc1NC(=O)C1CCCO1 (stereo not drawn) | -4 | -0.7 | -4 | -6 | 1 | 0 | -2 | -0.2 | 100 | 0
CCc1ccc(C(=O)COC(=O)C(CCSC)NC(=O)c2ccccc2)cc1 (stereo not drawn) | -3 | -0.7 | 13 | -1 | 21 | -1 | -3 | -0.4 | 107 | -4
CC1(N2CCOCC2)C(=O)c2ccccc2C1=O | 8 | 0.4 | 19 | -1 | -5 | 1 | 1 | -0.2 | 104 | 0
O=c1[nH]c(-c2ccccc2F)nc2c1sc(=S)n2Cc1ccccc1 | -30 | 2.2 | 25 | 2 | -3 | -2 | -2 | -0.1 | 105 | -7
C=CCNC(=O)/C(C#N)=C/c1c(N2CCN(c3ccccc3)CC2)nc2c(C)cccn2c1=O | 10 | -0.7 | 7 | -3 | x | 8 | -14 | -0.1 | 94 | 4
O=C(O)Cn1cnc2c(oc3ccccc32)c1=O | -4 | -0.7 | 2 | -4 | -4 | 0 | -17 | 0.1 | 94 | 6
COCCn1c(SCC(=O)NNC(=O)c2ccccc2)nc2ccccc21 | 5 | -0.7 | 11 | -2 | 5 | -1 | -6 | 0.2 | 101 | -2
CC(C)n1c(/N=C/c2ccccc2O)nc2ccccc21 | 4 | -0.4 | 1 | 8 | -9 | 0 | -4 | 0.2 | 94 | -2
CCc1cccc(CC)c1NC(=O)CSc1nc2ccc(N3C(=O)C4C5C=CC(C5)C4C3=O)cc2s1 (stereo not drawn) | -9 | -0.2 | 15 | 7 | -9 | -7 | -4 | 1.5 | 90 | 3
O=C(Cn1c(=O)n(-c2ccccc2)c(=O)n1CC(=O)N1CCCCC1)N1CCCCC1 | -1 | -2.5 | -4 | -2 | 0 | 3 | -3 | -0.1 | 104 | -2
O=C(NNC(=S)Nc1ccc(Br)cc1)c1ccccc1 | 8 | -4.3 | -5 | -6 | -5 | 0 | x | -0.2 | 99 | 17
CCNc1c(N)c(=O)oc2ccccc12 | 3 | -0.1 | 0 | 4 | -7 | 0 | x | -0.3 | 99 | -6
CCC(=O)Nc1nnc(S(=O)(=O)N2CCCCCC2)s1 | 4 | 0.8 | -1 | 6 | x | 1 | -5 | -0.2 | 102 | 5
O=S(=O)(c1cccs1)N1CCc2ccccc2C1 | -2 | 0.4 | -1 | -4 | 2 | -1 | -2 | 0.1 | 98 | -3
CCOC(=O)c1cnc(-c2ccccc2)nc1N | -8 | -1.0 | 1 | 0 | x | -3 | -7 | -0.2 | 103 | 0
c1ccc(OCCSc2nnc3sc4ccccc4n23)cc1 | -14 | 0.5 | -5 | -6 | 0 | -18 | -6 | 0.0 | 101 | -5
COc1ccc(N2CCN(C(=O)COC(=O)CCc3ccccc3)CC2)cc1 | 4 | -0.1 | 8 | 11 | -5 | -1 | -5 | 0.2 | 97 | -7

Limited to MC4R antag cAMP and Vif imaging (4 entries from above):
canonical_smiles | MC4R antag cAMP | Vif imaging
O=S(=O)(c1cccs1)N1CCc2ccccc2C1 | -1 | 2
O=C(Cc1ccccc1)N/N=C/c1ccc2c(c1)OCO2 | -2 | -5
COc1ccc(N2CCN(C(=O)COC(=O)CCc3ccccc3)CC2)cc1 | 8 | -5
O=c1[nH]c(-c2ccccc2F)nc2c1sc(=S)n2Cc1ccccc1 | 25 | -3

Next section.
SMILES | H9c2 protect | MC4R ag barr | MC4R antag cAMP | HTR2A ag | Vif imaging | Glyco luc inh | CaV13 FRET inh | aDG glyco act | ABCB6 inh MLPCN | PDI turbidity
COc1ccc(C(=O)N2CCCCC2)cc1S(=O)(=O)Nc1ccccc1 | -1 | -0.3 | 1 | -2 | -2 | 0 | -8 | -0.1 | 96 | -9
Cc1[nH]nc2c1/C(=N\O)CCC2 | 8 | -0.4 | 8 | 1 | 1 | -1 | -3 | -0.1 | 104 | 4
CCc1c(C2(O)CCCCC2)[nH]c2cc(C(F)(F)F)ccc12 | -22 | 2.3 | 14 | 7 | -4 | -4 | x | 0.6 | 101 | 1
COc1cc(C(O)c2nc(-c3cncnc3)cs2)ccc1F (stereo not drawn) | -2 | 0.5 | 12 | -2 | 1 | 3 | -5 | 0.1 | 97 | -3
CC(=O)NC(CC(=O)OCc1ccc([N+](=O)[O-])cc1)c1ccccc1 (stereo not drawn) | 9 | -1.0 | -2 | -4 | 12 | 4 | -5 | -0.1 | 99 | 9
CC(=O)Nc1cccc(C(=O)NNC(=O)c2ccccc2-n2cccc2)c1 | -3 | 1.1 | 13 | -2 | -2 | 0 | -4 | 0.2 | 99 | 4
O=c1[nH]c(=S)[nH]c2sc3c(c12)CCCCCC3 | 6 | -0.3 | 7 | 1 | 1 | 0 | -5 | -0.2 | 100 | -2
CCOC(=O)N1CCN(C(=O)COc2ccc(S(=O)(=O)NC3CCCCC3)cc2C)CC1 | -24 | -0.5 | 5 | -3 | -5 | 1 | -1 | 0.4 | 96 | 1
CC(=O)c1cnc(Nc2cccc(C)c2)s1 | 3 | 0.9 | -1 | 2 | -2 | -1 | -5 | -0.1 | 97 | -6
C=CCOC(=O)C1=C(C)N=C2SCCC(=O)N2C1c1ccc(OC(=O)c2ccco2)cc1 (stereo not drawn) | 0 | -3.6 | -8 | 4 | 2 | 0 | -5 | 0.4 | 96 | 12
CN=C1SC(CC(=O)Nc2ccc(F)cc2F)C(=O)N1/N=C/c1ccc(OC(F)F)c(OC)c1 (stereo not drawn) | 15 | -0.3 | 5 | 0 | 34 | 6 | 8 | -0.4 | 101 | -3
N=C(N)SCc1ccc(Cl)cc1Cl | -24 | 3.0 | -4 | -6 | -5 | 14 | -3 | 0.0 | 95 | 6
O=C1CC(c2ccccc2)n2nc(N3C(=O)c4ccccc4C3=O)nc2N1 (stereo not drawn) | 19 | -1.4 | 0 | -1 | 4 | 2 | -3 | -0.2 | 96 | -4
Cc1ccc(C2CC(=O)c3cnc(N4CCN(c5ccccc5)CC4)nc3C2)cc1 (stereo not drawn) | -3 | -1.9 | 3 | 0 | -13 | -3 | -8 | 0.8 | 92 | -3
CCC1CCCCN1CCCNC(=O)CC1Oc2ccc(C)cc2NC1=O (stereo not drawn) | -2 | -1.1 | 2 | 5 | 1 | 2 | -2 | -0.1 | 106 | x
COC(=O)[C@H](CCSC)NC(=O)Cn1cnc2c(NCc3ccccc3)ncnc21 | 7 | -0.8 | 3 | -1 | -5 | 1 | -4 | -0.1 | 99 | -6
CCOc1cc(C#N)ccc1OCC(=O)NNC(=O)CC1CCS(=O)(=O)C1 (stereo not drawn) | 3 | -2.3 | -3 | 8 | -3 | 0 | -4 | 0.1 | 99 | 4
Cc1nc2ccccc2n1CC(=O)OCC(=O)N1CCC(C)CC1 | -6 | -1.1 | 7 | -2 | -17 | 0 | -5 | -0.2 | 91 | -1
O=C(CN1C(=O)NC2(CCc3ccccc32)C1=O)NCC(=O)Nc1ccc(F)cc1 (stereo not drawn) | 2 | -1.5 | 4 | -2 | 4 | 2 | -3 | -0.1 | 95 | -4
Cc1cc(C(=O)NCCCN(C)C)c2ccccc2n1 | 16 | 0.2 | 0 | 1 | 2 | 2 | -6 | 0.0 | 102 | 7

A second format for two compounds above.
compound	H9c2 protect	MC4R ag barr	MC4R antag cAMP	HTR2A ag	Vif imaging	Glyco luc inh	CaV13 FRET inh	aDG glyco act	ABCB6 inh MLPCN	PDI turbidity
CCC1CCCCN1CCCNC(=O)CC1Oc2ccc(C)cc2NC1=O (stereo not drawn)	-2	-1.1	2	5	1	2	-2	-0.1	106	x
CC(=O)Nc1cccc(C(=O)NNC(=O)c2ccccc2-n2cccc2)c1	-3	1.1	13	-2	-2	0	-4	0.2	99	4

Additional structures.
SMILES | H9c2 protect | MC4R ag barr | MC4R antag cAMP | HTR2A ag | Vif imaging | Glyco luc inh | CaV13 FRET inh | aDG glyco act | ABCB6 inh MLPCN | PDI turbidity
NC(c1csc(NC(=O)Nc2cccc(Cl)c2)n1)C1CCCCC1 (stereo not drawn) | -30 | 13* | -3 | 1 | 0 | -4 | -11 | -0.7 | 99 | 18
CSCCC(NC(=O)c1ccccc1)C(=O)N/N=C(\C)c1ccccc1 (stereo not drawn) | 3 | -0.7 | 17 | -4 | 13 | 1 | -4 | -0.1 | 100 | -3
COc1ccc(CCCc2n[nH]c(=S)o2)cc1 | -1 | -1.6 | 1 | 0 | -2 | 2 | -4 | 0.6 | 99 | 5
COC(=O)N1CCCCC1c1cc(C(=O)NCc2ccccc2)no1 (stereo not drawn) | -3 | -1.1 | 5 | -1 | -9 | 0 | -5 | -0.4 | 92 | -9
COc1ccc(C(=O)CSc2nnc(-c3ccccn3)n2Cc2ccco2)cc1 | 3 | -1.8 | -7 | 10 | -5 | -1 | -9 | 0.0 | 92 | -9
COc1cccc(C2NC(=O)c3ccccc3O2)c1OC (stereo not drawn) | 17 | -3.2 | 8 | -3 | 9 | -5 | -4 | -0.1 | 96 | 2
Cc1nc(SCc2cccc(F)c2)[nH]c(=O)c1C#N | 5 | 1.4 | 9 | 5 | 2 | 5 | -5 | -0.1 | 85 | -1
CC(C)CC(C(=O)NC(C)(C)C)N(Cc1cccs1)C(=O)c1snc(C(N)=O)c1N (stereo not drawn) | 5 | -1.2 | -10 | 0 | 11 | -2 | 6 | 0.0 | 96 | 12

Entries of single compounds, looked up by structure. Screens in order: H9c2 protect, MC4R ag barr, MC4R antag cAMP, HTR2A ag, Vif imaging, Glyco luc inh, CaV13 FRET inh, aDG glyco act, ABCB6 inh MLPCN, PDI turbidity
CC(C)CC(C(=O)NC(C)(C)C)N(Cc1cccs1)C(=O)c1snc(C(N)=O)c1N (stereo not drawn) is listed as 5, -1.2, -10, 0, 11, -2, 6, 0.0, 96, 12
NC(c1csc(NC(=O)Nc2cccc(Cl)c2)n1)C1CCCCC1 (stereo not drawn) is listed as -30, 13*, -3, 1, 0, -4, -11, -0.7, 99, 18
COc1ccc(CCCc2n[nH]c(=S)o2)cc1 is listed as -1, -1.6, 1, 0, -2, 2, -4, 0.6, 99, 5
COc1cccc(C2NC(=O)c3ccccc3O2)c1OC (stereo not drawn) is listed as 17, -3.2, 8, -3, 9, -5, -4, -0.1, 96, 2
Cc1nc(SCc2cccc(F)c2)[nH]c(=O)c1C#N is listed as 5, 1.4, 9, 5, 2, 5, -5, -0.1, 85, -1
